Bim-Bcl-B – inhibitors of Bim-Bcl-B binding, primary screen, biochemical, multiplexed, human Bcl-2 family; Bcl-2-like protein 10 (Homo sapiens), Q9HD36; bead-based flow cytometry, Bim peptide-Bcl-B binding; inhibition, % at 10 µM; 190,000 tested, 0.073% active;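 further: 0% = tracer peptide without compound and 100% = reference inhibitor peptide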
Target sequence (Q9HD36 whole entry, looked up): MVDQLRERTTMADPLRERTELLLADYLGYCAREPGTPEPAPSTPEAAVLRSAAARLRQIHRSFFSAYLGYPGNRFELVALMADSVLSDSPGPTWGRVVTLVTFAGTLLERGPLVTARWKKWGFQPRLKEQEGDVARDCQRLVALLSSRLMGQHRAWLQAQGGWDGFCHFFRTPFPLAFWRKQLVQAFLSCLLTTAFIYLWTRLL
Rab7 wt modul – modulators of GTP binding to Rab7, primary screen, biochemical, wildtype, multiplex bead flow cytometry; Rab7 GTPase wild type (dog), Bodipy-FL-GTP binding; GST-Rab7 beads, fluorescent GTP binding; actives lie on both sides; untreated = 100%, excess cold GTP = 0%; GTP binding activity (percent of control), % at 10 µM; 190,000 tested, 0.055% active;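 active means fluorescent GTP binding to Rab7 beads changed by at least 20 points from the 100% baseline, either direction, mostly lower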;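 further: median green fluorescence of bound Bodipy-FL-GTP per Rab7 bead population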
Rac1 mut GTP – GTP binding modulators of activated mutant Rac1, primary screen, biochemical, bead-based flow cytometry, multiplex, fluorescent GTP | Ras-related C3 botulinum toxin substrate 1 (Homo sapiens), P63000 | 190,000 tested, 0.11% active | GST-Rac1 activated beads; actives lie on both sides; 100% means binding = to untreated wells | percent activity (GTP binding), % at 10 µM;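 active means GTP binding at least 20 percentage points away from the 100% baseline, in either direction, so actives lie on both sides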
Rab2A wt mod – modulators of GTP binding to Rab2A wildtype, primary screen, biochemical, dog, bead-based flow cytometry, multiplex | Ras-related protein Rab-2A (Canis lupus familiaris), P61105 | GST-Rab2 wt beads, Bodipy-GTP binding | GTP binding activity, % at 10 µM | 190,000 tested, 0.19% active | AID 760, 2007;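 active means GTP binding activity at least 20 points away from 100%, either lowered or raised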;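 further: 0% = beads with excess unlabeled GTP and 100% = no-compound control corrected for plate trend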
Cdc42 wt GTP – modulators of GTP binding to wildtype Cdc42, primary screen, biochemical, multiplex bead flow cytometry, Bodipy-GTP | Cell division control protein 42 homolog (Homo sapiens), P60953 | percent activity (GTP binding), % at 10 µM | GST-Cdc42 beads; actives lie on both sides | 190,000 tested, 0.2% active;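 active means percent activity GTP binding at least 20 points away from the 100% baseline, either down as inhibitor or up as activator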;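 further: median bead fluorescence of bound Bodipy-FL-GTP at 100 nM; 0% = excess unlabeled GTP control and 100% = no compound control; below 100% means less GTP binding so inhibitor and above means activator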
Target sequence (P60953 whole entry, looked up): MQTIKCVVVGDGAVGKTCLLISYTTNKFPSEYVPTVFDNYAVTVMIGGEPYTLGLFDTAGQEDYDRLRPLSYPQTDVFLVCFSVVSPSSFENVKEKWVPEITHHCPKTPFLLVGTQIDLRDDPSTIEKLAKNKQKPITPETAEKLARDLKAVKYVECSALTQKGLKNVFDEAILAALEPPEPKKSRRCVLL
Bim-Bcl-2 – inhibitors of Bim-Bcl-2 binding, primary screen, biochemical, multiplexed, human Bcl-2 family | Bead-based flow cytometry, Bim peptide-Bcl-2 binding | 190,000 tested, 0.06% active | AID 950, 2007 | inhibition, % at 10 µM; in the data active means inhibition above about 40%;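 further: 0% = no compound wells with probe peptide and 100% = reference peptide inhibitor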
HRas wt GTP bind – modulators of GTP binding to HRas wildtype, primary screen, biochemical, bead-based flow cytometry, multiplex | GST-Ras wt beads, Bodipy-FL-GTP binding; actives lie on both sides | GTPase HRas (Homo sapiens), P01112 | GTP binding activity, % at 10 µM | 190,000 tested, 0.14% active | AID 759, 2007;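 active means GTP binding activity at least 20% away from the 100% baseline, either lowered as inhibitor or raised as activator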;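 further: 0% = unlabeled GTP competition control and 100% = no-compound control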
Target sequence (P01112 whole entry, looked up): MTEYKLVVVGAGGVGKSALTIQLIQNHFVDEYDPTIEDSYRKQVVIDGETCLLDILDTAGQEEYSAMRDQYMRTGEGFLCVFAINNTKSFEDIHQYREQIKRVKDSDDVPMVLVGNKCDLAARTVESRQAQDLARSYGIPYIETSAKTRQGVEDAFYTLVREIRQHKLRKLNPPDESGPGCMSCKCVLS
Bim-Bfl-1 – inhibitors of Bim binding to Bfl-1, primary screen, biochemical, multiplexed, bead-based flow cytometry. Bim-Bfl-1 binding inhibition. 190,000 tested, 0.12% active. inhibition, % at 10 µM. Bcl-2-related protein A1 (Homo sapiens), Q16548;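 further: 0% = wells without compound plus tracer and 100% = blocker peptide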
Bim-Bcl-XL – inhibitors of Bim-Bcl-XL binding, primary screen, biochemical, multiplexed, bead flow cytometry, human Bcl-XL | Bim peptide-Bcl-XL binding, fluorescence | inhibition, % at 10 µM | AID 1007, 2008 | 190,000 tested, 0.04% active | Bcl-2-like protein 1 (Homo sapiens), Q07817
Target sequence (Q07817 whole entry, looked up): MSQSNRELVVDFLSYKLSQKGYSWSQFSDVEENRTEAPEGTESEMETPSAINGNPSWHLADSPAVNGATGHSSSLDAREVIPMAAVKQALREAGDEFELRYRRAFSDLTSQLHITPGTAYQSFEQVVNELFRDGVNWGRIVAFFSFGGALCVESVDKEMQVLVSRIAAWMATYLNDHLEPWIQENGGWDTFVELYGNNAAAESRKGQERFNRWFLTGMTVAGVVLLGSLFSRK
Rac1 wt modul – wildtype Rac1 GTP binding modulators, primary screen, biochemical, GST-Rac1 beads, flow cytometry, multiplex; fluorescent GTP binding; actives lie on both sides; 0 = cold GTP competed, 100 = untreated; Ras-related C3 botulinum toxin substrate 1 (Homo sapiens), P63000; 190,000 tested, 0.27% active; GTP binding activity (% of control), % at 10 µM;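 active means GTP binding activity at least 20 points away from the 100% control level, either lower or higher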
Bcl-W Bim block – inhibitors of Bim binding to Bcl-W, primary screen, biochemical, multiplexed, bead-based flow cytometry. Bcl-2-like protein 2 (Homo sapiens), Q92843. Bim peptide-Bcl-W binding. inhibition, % at 10 µM. 190,000 tested, 0.02% active. AID 952, 2007;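 further: 0% = bound tracer without compound and 100% = peptide blocker; higher means less fluorescent Bim peptide bound to Bcl-W beads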
Target sequence (Q92843 whole entry, looked up): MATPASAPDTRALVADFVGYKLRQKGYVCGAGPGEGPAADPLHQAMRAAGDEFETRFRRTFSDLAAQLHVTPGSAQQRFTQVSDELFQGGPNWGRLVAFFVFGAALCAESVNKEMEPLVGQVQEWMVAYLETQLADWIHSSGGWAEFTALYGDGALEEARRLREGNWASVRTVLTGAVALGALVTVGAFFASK
* = called active by the depositor; x = not tested or not shown. Unless noted, no stated cut-off is given here; in the data, active means inhibition above about 40%. Not all compounds are listed; rates above refer to the full screens.

SMILES	Bim-Bcl-B	Rab7 wt modul	Rac1 mut GTP	Rab2A wt mod	Cdc42 wt GTP	Bim-Bcl-2	HRas wt GTP bind	Bim-Bfl-1	Bim-Bcl-XL	Rac1 wt modul	Bcl-W Bim block
CCOC(=O)C(O)(c1ccc(N(CC)S(=O)(=O)c2ccccc2)cc1)C(F)(F)F (stereo unspecified)	-12	96	103	100	103	-16	99	-24	-12	103	-10
CCC1=C(C)C(N2CCOCC2)=NP(N2CCOCC2)(N2CCOCC2)=N1	-2	94	100	98	98	-2	98	-10	-9	109	-8
CN(C)CC1CSCCC1(O)c1cccc(Cl)c1 (stereo unspecified)	-1	101	98	98	102	8	100	0	-3	99	-3
C=CCC1C(=O)NC(=S)NC1=O	-19	99	96	95	93	11	93	17	2	98	4
Nc1ccc(C2(c3ccc(N)cc3)c3ccccc3-c3ccccc32)cc1	-2	99	99	95	98	0	98	1	-5	102	-3
Oc1c(Br)cc(Br)cc1Oc1ccc(Br)cc1Br	0	96	92	91	94	2	95	2	-1	95	0
CN(C)CCCNCC(=O)Nc1ccc(Cl)cc1C(=O)c1ccccc1	-5	102	95	96	93	-1	96	-5	-1	95	-1
CC1COC2N=C(N[N+](=O)[O-])NC2O1 (stereo unspecified)	-4	98	98	102	104	-3	97	-6	-3	100	-2
COc1cccc(CN2CCN(C(=O)COc3ccc4ccccc4c3)CC2)c1	0	104	97	103	99	-2	102	0	-3	101	-1
COc1ccc(CN2CCN(c3ccccc3F)CC2)c(OC)c1	-7	94	97	95	97	-2	97	-14	-7	98	0
CC(=NCCN1CCCCC1)c1c(O)[nH]c(=O)[nH]c1=O	-7	98	100	100	100	-8	99	-11	3	104	0
Cc1cccc(CN(C)C)c1OC(=O)N(C)C	3	100	99	100	100	0	101	0	0	101	3
N#CCCn1cc(C(=O)NCc2ccccc2)c(-c2ccc3c(c2)OCCO3)n1	-3	99	96	99	98	-5	97	-5	-4	98	0
CCOC(=O)C1=C(C)OC(N)=C(C#N)C12C(=O)N(C)c1ccccc12 (stereo unspecified)	0	96	98	99	100	4	98	0	-2	97	0
CCCn1ncc(CN2CCCC(C(=O)c3cccc(OC)c3)C2)c1C (stereo unspecified)	1	96	95	98	95	2	97	3	-2	96	0
C[C@]12CC[C@@H]3c4ccc(O)c(O)c4CC[C@H]3[C@@H]1CC[C@@H]2O	-1	x	x	x	x	10	x	27	4	x	16
CC(=O)Nc1ccccc1C(=O)OCC(=O)c1ccc2c(c1)OCCO2	-5	99	98	99	95	-5	97	-7	-4	99	-6
O=[N+]([O-])/C=C1/NCCN1Cc1ccc(Cl)nc1	-2	106	95	101	99	-6	99	-4	0	101	-2
Cc1cc(N2C(=O)C3CCCN3C2c2ccc(Cl)c(Cl)c2)no1 (stereo unspecified)	-12	100	99	102	104	-5	102	-24	-10	102	-5
CCCCC(=O)N/N=C/c1c(O)n(CC)c(=S)n(CC)c1=O	-8	98	97	95	96	-1	98	-9	-8	97	-5
COc1ccccc1CCNC1CCC(C(C)(C)C)CC1 (stereo unspecified)	-5	103	96	101	101	-6	102	-7	-3	106	0
Nc1c2c(nc3sc4c(c13)CCCC4)CCCC2	0	105	94	94	90	-1	98	-10	-3	99	-2
c1ccc(C2NCc3ccccc3-n3cccc32)cc1 (stereo unspecified)	-6	101	97	102	98	-8	100	-8	0	100	2
O=C(c1ccc2c3c(cccc13)CC2)C1CCCN(CC2CC2)C1 (stereo unspecified)	-10	98	96	96	98	-4	96	-4	-4	103	1
Cc1nc2ccc(P(=O)(O)O)cc2s1	-4	99	98	98	97	-4	100	-6	-5	99	-4

Next part.
SMILES	Bim-Bcl-B	Rab7 wt modul	Rac1 mut GTP	Rab2A wt mod	Cdc42 wt GTP	Bim-Bcl-2	HRas wt GTP bind	Bim-Bfl-1	Bim-Bcl-XL	Rac1 wt modul	Bcl-W Bim block
COc1c(C)cc(C(=O)C2CCCN(Cc3cnc(C)s3)C2)cc1C (stereo unspecified)	-3	96	95	97	92	-1	94	0	-2	92	-2
C=CCn1c(O)c(C(CC)=NC(C)c2ccccc2)c(=O)[nH]c1=O (stereo unspecified)	0	99	99	100	100	0	101	-2	-3	101	0
Cc1cc(C=O)c(C)n1C(C)C	-1	99	97	99	99	2	98	0	-1	102	-1
c1ccc2c(CNC3CCCCCC3)c[nH]c2c1	-2	94	98	95	99	-1	98	-9	1	97	3
N#CC[N+]1(CCCNP2(=O)C=C(c3ccccc3)OC(c3ccccc3)=C2)CCOCC1	-1	99	98	99	97	-7	97	-6	-3	102	0
O=Cc1cn(Cc2ccc(F)cc2Cl)c2ccccc12	11	100	97	97	99	2	98	13	9	101	4
CC1CC(C)CN(CC(=O)c2ccc(OC(F)F)cc2)C1 (stereo unspecified)	-7	98	100	98	104	-9	99	-8	-6	102	-4
CC12CCC3C(CC=C4CC(O)CCC43C)C1C/C(=C\c1cccc(F)c1)C2=O (stereo unspecified)	-5	102	99	104	103	2	103	-1	-7	103	-5
Cc1cccc2c(CCN)c[nH]c12	-4	96	93	97	96	-4	95	-6	-2	95	-1
COc1ccc(-n2c(SC)nc3ccccc3c2=O)cc1	1	97	96	96	100	6	98	3	-1	99	0
Cc1ccc(-c2nn(Cc3ccccc3)cc2C=O)cc1	-4	100	100	99	100	0	100	0	-5	104	-1
COc1ccccc1NC1(C#N)CCCCC1	-2	93	94	96	100	-1	93	-5	-1	99	-1
O=[N+]([O-])c1cc(F)c(N2CCCC2)cc1Br	-6	100	94	97	95	-9	96	-6	-9	95	-10
O=C(c1ccc(C(F)(F)F)cc1)C1CCCN(C2CCSCC2)C1 (stereo unspecified)	-5	97	96	98	97	-8	98	-4	-5	99	-4
COCCCn1c(N)c(C(=O)Nc2sc3c(c2C(=O)OC)CCCC3)c2nc3ccccc3nc21	26	84	82	66*	67*	10	65*	11	30	84	25
O=C(NCC(c1cccnc1)N1CCN(c2ccc(F)cc2)CC1)Oc1ccccc1 (stereo unspecified)	-23	99	100	96	102	-15	101	-13	-17	106	-18
Cc1ccc(C(=O)C2CN3CCC2CC3)cc1 (stereo unspecified)	-6	100	102	101	105	-7	103	-9	-3	107	1
CC1=NN(c2ccccc2)C(=O)C1/C=C1\C(=O)NC(=O)N(c2ccc(C)c(C)c2)C1=O (stereo unspecified)	-3	98	96	95	98	-5	98	-5	7	101	1
CC(C)Oc1cccc(NC(=O)c2cccn(Cc3ccc4c(c3)OC(F)(F)O4)c2=O)c1	-2	93	94	94	98	-2	97	-1	-2	95	-2
CCN(CC)P(=S)(c1c(C)nc2ccccn12)c1c(C)nc2ccccn12	0	100	93	93	90	2	93	3	0	94	-3
CC(NC(C)(C)C)C(=O)c1cccc(Cl)c1 (stereo unspecified)	2	102	99	103	104	3	99	4	3	103	-1
COCc1c(CN)cnc(C)c1N	-8	101	101	104	107	-6	103	-13	-3	110	3
COc1ccc(CCN(C)Cc2ccncc2)cc1OC	-2	96	98	98	99	-8	98	-8	-7	98	1
COc1c(C)cc(C(=O)C2CCCN(Cc3cccc(C)n3)C2)cc1C (stereo unspecified)	-6	102	97	96	98	-4	100	-9	0	101	-2
COCCNP(=O)(c1ccccc1)c1nc2ccccc2s1 (stereo unspecified)	-4	101	100	104	104	-6	102	-11	-2	107	5

Four compounds drawn at random from those above, as already listed:
SMILES	Bim-Bcl-B	Rab7 wt modul	Rac1 mut GTP	Rab2A wt mod	Cdc42 wt GTP	Bim-Bcl-2	HRas wt GTP bind	Bim-Bfl-1	Bim-Bcl-XL	Rac1 wt modul	Bcl-W Bim block
O=[N+]([O-])c1cc(F)c(N2CCCC2)cc1Br	-6	100	94	97	95	-9	96	-6	-9	95	-10
O=Cc1cn(Cc2ccc(F)cc2Cl)c2ccccc12	11	100	97	97	99	2	98	13	9	101	4
COc1c(C)cc(C(=O)C2CCCN(Cc3cnc(C)s3)C2)cc1C (stereo unspecified)	-3	96	95	97	92	-1	94	0	-2	92	-2
CC(C)Oc1cccc(NC(=O)c2cccn(Cc3ccc4c(c3)OC(F)(F)O4)c2=O)c1	-2	93	94	94	98	-2	97	-1	-2	95	-2

More records follow:
SMILES	Bim-Bcl-B	Rab7 wt modul	Rac1 mut GTP	Rab2A wt mod	Cdc42 wt GTP	Bim-Bcl-2	HRas wt GTP bind	Bim-Bfl-1	Bim-Bcl-XL	Rac1 wt modul	Bcl-W Bim block
OCCOCC#CCN1CCOCC1	-8	100	98	101	103	-8	100	-10	6	103	-1
C=C1C[C@]2(O)[C@@]3(C)CCC(=O)C(C)(C)C3=C(O)C(=O)[C@@]2(C)[C@@H]2C(=O)O[C@@](C)(C(=O)OC)C(=O)[C@@]12C	-4	106	95	97	96	-3	97	-5	-3	101	-3
CCOC(=O)N(CC)c1ccc(C(O)(C(=O)OC)C(F)(F)F)cc1 (stereo unspecified)	-3	95	91	96	94	-7	94	-8	-3	92	2
Cc1ccc(-c2nc3ccccc3c(=O)n2-n2cccc2)cc1	1	101	99	99	101	-1	100	-1	0	101	2
CSc1ncc(CN2CCCC(C(=O)c3cccc(Cl)c3)C2)cn1 (stereo unspecified)	1	96	98	99	98	0	100	5	-2	100	-2
O=C1NC(=O)N(Cc2ccco2)C(=O)/C1=C\c1cccn1CCOc1ccc(Cl)cc1	-13	94	86	87	95	-8	90	-7	-11	92	-8
O=C(CN1CCCCC1)c1ccc(OC(F)F)cc1	-8	101	101	99	101	-2	101	-11	-5	104	-3
Cc1ccsc1C(=O)C1CCCN(Cc2ccc(-n3cccn3)cc2)C1 (stereo unspecified)	-3	104	97	100	96	-5	100	-7	-3	103	-4
Nc1ccc(Cl)cc1C(=O)c1ccccc1	-2	101	91	94	94	-2	93	2	-6	91	-3
CCOC(=O)C(O)(c1ccc(NC(=O)NC2CCCCC2)cc1)C(F)(F)F (stereo unspecified)	-6	102	97	101	99	-8	98	-11	-7	101	-1
O=c1[nH]c(=O)n(Cc2ccco2)c(O)c1C=NCc1ccc2c(c1)OCO2	-1	100	100	100	99	-2	101	-1	0	100	1
CC1(C)C[C@H]2C=C(C=O)[C@]3(C=O)C[C@]3(C)[C@H]2C1	-10	93	98	96	98	-1	98	-2	-4	98	-5
CCC(=O)N1CC(=O)Nc2ccc(Cl)cc2C1c1ccc(F)cc1 (stereo unspecified)	-14	99	98	99	96	-10	98	-6	-7	101	-4
CN1CCC(O)(c2ccccc2)C(C(=O)c2ccccc2)C1 (stereo unspecified)	-2	99	98	98	98	1	99	-1	-5	100	-1
OC12CCCCC1C(c1ccccc1)NCC2 (stereo unspecified)	1	97	99	101	101	1	100	0	1	100	-1
O=P1(NCc2ccco2)COc2ccccc2OC1	-8	97	99	99	101	-11	100	-23	-9	105	-6
